OXTR ag – activates the human oxytocin receptor. CHO-OTR cells, Fluo-8 calcium fluorescence; normalized: DMSO 0%, oxytocin 100%. P30559. activation, % at 3 µM. 320,000 tested, 0.32% active;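 active means activation above the mean of all tested compounds plus 3 SD, cutoff set per screening run, cut at about 20% in these data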;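 further: peak over basal fluorescence ratio from a 100 s FLIPR kinetic read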
Target sequence (P30559 whole entry, looked up): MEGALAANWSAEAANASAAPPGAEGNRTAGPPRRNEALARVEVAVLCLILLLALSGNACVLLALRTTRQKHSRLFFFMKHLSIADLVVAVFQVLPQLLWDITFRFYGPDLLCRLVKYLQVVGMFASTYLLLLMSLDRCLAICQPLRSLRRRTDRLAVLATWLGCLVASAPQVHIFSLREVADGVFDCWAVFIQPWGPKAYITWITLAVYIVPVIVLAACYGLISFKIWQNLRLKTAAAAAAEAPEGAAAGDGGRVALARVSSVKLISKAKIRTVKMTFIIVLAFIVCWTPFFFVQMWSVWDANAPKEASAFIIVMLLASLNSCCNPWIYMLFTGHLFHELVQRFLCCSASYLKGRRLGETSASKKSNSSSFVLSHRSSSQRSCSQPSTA
GPR7 antag – blocks human GPR7 receptor signaling | 290,000 tested, 1.1% active | AID 1861 | inhibition, % at 4.4 µM | P48145 | GPR7-expressing cells, fluorescence antagonist assay; in the data active means inhibition above about 16%, passing the limit was not always enough;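 further: cells stimulated with the agonist NPW; 0% = agonist with vehicle and 100% = vehicle without agonist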
Target sequence (P48145 whole entry, looked up): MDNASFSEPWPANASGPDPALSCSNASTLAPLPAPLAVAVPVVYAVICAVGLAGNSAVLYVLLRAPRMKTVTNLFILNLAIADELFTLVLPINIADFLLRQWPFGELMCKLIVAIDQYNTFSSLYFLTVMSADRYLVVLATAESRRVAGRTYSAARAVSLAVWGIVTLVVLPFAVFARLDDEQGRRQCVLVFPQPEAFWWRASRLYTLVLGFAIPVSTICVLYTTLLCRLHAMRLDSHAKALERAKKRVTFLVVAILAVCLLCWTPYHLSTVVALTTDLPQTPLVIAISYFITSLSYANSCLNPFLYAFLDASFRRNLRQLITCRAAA
PHOSPHO1 inh – inhibitors of human PHOSPHO1 phosphatase | recombinant PHOSPHO1, absorbance phosphatase assay | Q8TCT1 | inhibition, % at 13.3 µM | 290,000 tested, 1.1% active; in the data active means inhibition above about 60%
MEKK3 PB1 HTS – raises or lowers MEK5 binding to the human MEKK3 PB1 domain. Q99759. bead-based flow cytometry, Alexa488-MEK5 binding to MEKK3; actives lie on both sides; 0 = blocked by unlabeled MEK5, 100 = vehicle. binding response (% of control), % at 10 µM. 290,000 tested, 1.4% active. AID 1529;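 active means binding response more than 3 SD above or below the average of its plate-row segment, actives on both sides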;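 further: Alexa488 bead fluorescence after subtracting the streptavidin-only scavenger bead signal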
NALP1 yeast inh – blocks the NALP1 inflammasome reconstituted in yeast; S. cerevisiae NALP1/ASC/caspase-1 growth, X-gal OD620, 72 h; inhibition, % at 10 µM; 280,000 tested, 0.61% active; in the data active means inhibition mostly above about 24%, no sharp cut-off; inactive means mostly below about 32%; further: some compounds called inactive have numbers as strong as hits
MEKK2 mut-MEK5 – signal of MEK5 binding to mutant human MEKK2 PB1 domain. bead flow cytometry, Alexa488-MEK5 binding to MEKK2 mutant. 290,000 tested, 0.35% active. percent response, % at 10 µM; in the data active means percent response above about 24%, passing the limit was not always enough; further: inactives centre near 1; some results filed as inactive read as strong as hits; reference of the scale not given here
FID counter – displaces DNA intercalator in HCV helicase counter-screen; DNA fluorescent intercalator displacement, fluorescence; AID 1845; inhibition, % at 7.9 µM; 290,000 tested, 0.17% active; in the data active means inhibition above about 37%;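 further: 0% = vehicle and 100% = reference compound; higher means more ethidium bromide displaced from hairpin DNA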
M18AAP inhibitor – blocks P. falciparum M18 aspartyl aminopeptidase | recombinant PfM18AAP, H-Glu-NHMec fluorogenic cleavage | inhibition, % at 7.35 µM | 290,000 tested, 1.2% active | AID 1822;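 active means inhibition above the campaign mean inhibition over all tested compounds plus 3 SD, cut at about 28% in these data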;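 further: 0% = plate median of test compound wells and 100% = 2 mM ZnCl2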
MEKK2 WT-MEK5 – raises or lowers MEK5 binding to wildtype human MEKK2 PB1 domain | Q9Y2U5 | bead flow cytometry, Alexa488-MEK5 binding to MEKK2 WT; actives lie on both sides | binding response (% of control), % at 10 µM | 290,000 tested, 1.1% active | AID 1531; in the data active means binding response below about 67% or above about 130%
Numbers without * were called inactive; . = no result given. This is a random part of the collection. About 6.2% of those tested had a hit in this group.

Every second line gives: FID counter | OXTR ag | PHOSPHO1 inh | MEKK2 mut-MEK5 | MEKK2 WT-MEK5 | M18AAP inhibitor | GPR7 antag | NALP1 yeast inh | MEKK3 PB1 HTS
#1 Cc1ccc(-n2nc(C)cc2NC(=O)CC#N)cc1
    -19 | 0.1 | -9 | -1 | 93 | -7 | -12 | 3 | 99
#2 COC(=O)COc1cccc(NC(=O)COc2ccccc2)c1
    -7 | -0.2 | 30 | 4 | 105 | 1 | -7 | . | 102
#3 O=C(Cc1ccccc1)NC1CCN(S(=O)(=O)c2ccc(C(=O)O)cc2)CC1
    -2 | 0.5 | 16 | 6 | 101 | -8 | -4 | 0 | 103
#4 CCOc1ccc(N2C(=O)Nc3ccccc3C2(O)C(=O)NCc2ccccc2)cc1 (configuration not stated)
    0 | 0.2 | 8 | -13 | 78 | -1 | 12 | 17 | 86
#5 Cc1ccc(-n2c(COc3c(C)cccc3C)nnc2SCC(=O)Nc2nccs2)cc1
    -1 | -0.7 | 17 | 4 | 106 | -1 | 1 | -13 | 105
#6 COC(=O)C1=C(O)/C(=C/c2ccc(OCC(=O)Nc3ccccc3)cc2)N=C1C
    -36 | 0.4 | -26 | 4 | 98 | 9 | -11 | 2 | 103
#7 Cc1sc(NC(=O)c2ccco2)c(C(c2ccc(F)cc2)N2CCN(C)CC2)c1C (configuration not stated)
    19 | 2.2 | 40 | 5 | 111 | 2 | -1 | 3 | 99
#8 CC(C)C(=O)OCCN=C1NS(=O)(=O)c2ccccc21
    -1 | 1.0 | 5 | -3 | 96 | -8 | -7 | -7 | 99
#9 COc1cc(C(=O)NCc2ccccc2)ccc1OC(F)F
    -9 | -2.0 | -15 | 19 | 115 | 0 | -5 | 12 | 102
#10 CCCCNC(=O)OCCNC(=O)Oc1cccc(C)c1
    0 | 1.0 | 8 | . | . | 3 | -4 | 5 | .
#11 O=C(NCC1CCCO1)c1ccc(NC(=O)C2CCCCC2C(=O)O)cc1 (configuration not stated)
    1 | 0.9 | 29 | 3 | 102 | 5 | -12 | 29 | 103
#12 Cc1cc(C(=O)NNC(=S)NCc2ccco2)nn1C
    8 | -0.2 | -53 | -2 | 103 | 18 | -10 | -50 | 112
#13 CCOC(=O)c1c(CNCCN(CC)CC)n(C)c2cc(Br)c(OC)cc12
    34 | -0.2 | -78 | 8 | 127 | 6 | 8 | 16 | 108
#14 COc1ccc(C2=NN(C)C(=NCc3ccccc3)SC2)cc1
    2 | 1.3 | -1 | -8 | 91 | 11 | 17 | -2 | 85
#15 CCOC(=O)c1c(C)n(C)c2ccc(OC(C)C(=O)OC)cc12 (configuration not stated)
    -27 | -1.8 | 11 | 3 | 109 | -6 | -11 | 17 | 105
#16 COc1ccc(C(CNC(=O)Nc2ccc(Cl)cc2)N2CCN(C)CC2)cc1 (configuration not stated)
    25 | 3.7 | 9 | 2 | 114 | 3 | 1 | 42 | 102
#17 CC(=O)NC(Nc1nc2c(s1)CCCC2)(C(F)(F)F)C(F)(F)F
    2 | -0.2 | -13 | -2 | 91 | 2 | -1 | 28 | 84
#18 CC1(C)Cc2nc3n[nH]c(N)c3cc2CO1
    0 | 1.0 | 4 | 0 | 100 | 7 | -7 | 13 | 97
#19 CCN(CC)C(=O)C(=O)N/N=C/c1ccc(F)cc1
    -4 | 0.5 | 9 | -9 | 103 | -11 | -9 | -5 | 104
#20 CC1CCCCN1Cc1nc2c(c(=O)n(C)c(=O)n2C)n1CCCc1ccccc1 (configuration not stated)
    1 | -0.6 | . | 0 | 100 | 2 | 8 | . | 100
#21 Cc1ccc(S(=O)(=O)N(C)C)cc1NC(=O)Nc1ccccc1F
    1 | -1.9 | 16 | 6 | 102 | -2 | -9 | 55 | 103
#22 CCOC(=O)c1cc(-c2ccc(N)cc2)sc1N
    -1 | -1.5 | 34 | 10 | 114 | 12 | 14 | 6 | 94
#23 CCCOc1ccc(-c2nc(C#N)c(N3CCN(CC)CC3)o2)cc1
    18 | -0.6 | -1 | 4 | 105 | 7 | -4 | -20 | 100
#24 CC(C)CN1C(=O)NC(NS(=O)(=O)c2ccc(N)cc2)(C(F)(F)F)C1=O (configuration not stated)
    -2 | 0.1 | -4 | -1 | 101 | -1 | -7 | 26 | 98
#25 Clc1ccccc1-c1nnc(-c2cccnc2)o1
    -7 | 0.1 | 39 | 3 | 108 | 1 | -20 | 0 | 105
#26 Nc1nc(N)c(N=Nc2ccc(SCC(=O)O)cc2)c(=O)[nH]1
    6 | 0.7 | 12 | 10 | 109 | 7 | -15 | 21 | 110
#27 O=C(CN1C(=O)NC2(CCCCC2)C1=O)NC1CCCc2ccccc21 (configuration not stated)
    -11 | -2.2 | -9 | 2 | 104 | -5 | -10 | 18 | 101
#28 COCCNC(=O)c1ccc(CN2CCOCC2)cc1
    4 | 0.7 | 11 | 2 | 100 | 4 | -9 | -10 | 99
#29 CCCc1c(C(=O)N/N=C(\C)CCc2ccccc2)nnn1-c1nonc1N
    -18 | -0.2 | 67* | 2 | 99 | 8 | -12 | 5 | 104
#30 COc1cccc(-c2cc(C(=O)Nc3ccc4c(c3)OCO4)no2)c1
    -2 | 0.7 | 28 | -2 | 108 | -5 | -7 | 29 | 106
#31 COC(=O)c1ccc(C(=O)OC)c(NC(=S)N2CCN(C)CC2)c1
    -2 | -0.7 | -38 | -1 | 100 | 6 | -3 | 14 | 102
#32 NC(N)=NS(=O)(=O)c1ccc(NC(=S)Nc2ccc(F)cc2)cc1
    -10 | -0.2 | 33 | 4 | 100 | 0 | 10 | -4 | 100
#33 COc1ccc(CCNC(=O)CN2C(=O)COc3ccc(S(=O)(=O)N4CCCC4)cc32)c(OC)c1
    -36 | -0.2 | 31 | -5 | 98 | -3 | 11 | 34 | 99
#34 CC(Cc1ccccc1)NC(=O)c1cc2ccccc2o1 (configuration not stated)
    -14 | -0.8 | 22 | 0 | 95 | -5 | 1 | 10 | 99
#35 Cc1cc(C)n(C(=O)CCN2C(=O)c3ccccc3C2=O)n1
    -3 | -0.2 | 4 | 2 | 97 | 2 | -5 | -3 | 104
#36 O=C(O)c1ccc(CNCc2ccc(Cl)cc2Cl)cc1
    -3 | 0.9 | -24 | 2 | 103 | 2 | -9 | 6 | 103
#37 COc1cccc(NC(=O)NCc2c(-c3ccccc3)noc2C)c1
    -12 | 1.9 | 52 | 9 | 107 | -1 | -11 | 1 | 108
#38 O=C(Nc1sc2c(c1C(=O)O)CCC2)c1ccccc1F
    -6 | -0.4 | 18 | -7 | 98 | -2 | 1 | 6 | 96
#39 Cc1ccccc1Nc1c(C)c(C)nc2ncnn12
    -4 | 5.7 | 44 | 1 | 104 | -2 | -22 | 20 | 98
#40 Cc1csc(SCC(=O)NCc2ccc3c(c2)OCO3)n1
    -3 | -1.4 | 24 | -22 | 83 | 1 | -4 | . | 90
#41 O=C(Cc1c(C(=O)O)[nH]c2ccccc12)NC1CCCC1
    -1 | -0.7 | 13 | -1 | 99 | 1 | -9 | 4 | 114
#42 CCn1cc(S(=O)(=O)NC2CCCCC2)cn1
    -10 | -0.5 | 20 | 12 | 101 | -3 | -4 | 10 | 101
#43 CC(C)C[C@H](NC(=O)c1nc[nH]c1C(=O)N[C@@H](CC(C)C)C(=O)OCc1ccccc1)C(=O)OCc1ccccc1
    -38 | 1.3 | 10 | -8 | 88 | 2 | -30 | 16 | 100
#44 Cc1ccc(-c2cnc(C3CC3)o2)cc1S(=O)(=O)Nc1ccccc1
    -29 | -0.9 | 21 | 4 | 105 | -9 | -23 | -25 | 105
#45 N#C/C(=C/c1ccc(-c2ccccc2[N+](=O)[O-])o1)C(N)=O
    0 | -1.2 | 52 | -7 | 91 | 7 | 11 | 8 | 91
#46 CC1CCC(NC(=O)CC(NC(N)=O)c2ccccc2Cl)CC1 (configuration not stated)
    -11 | -0.6 | 15 | -8 | 95 | 5 | 0 | 25 | 95
#47 O=S(=O)(Cc1ccccc1)N1CCN(C/C=C/c2ccccc2)CC1
    -7 | 3.7 | -36 | -2 | 93 | -5 | -7 | 2 | 88
#48 CC1(C)NC(=O)N(CCOc2cccc(Cl)c2Cl)C1=O
    -1 | 2.8 | 4 | -9 | 87 | -7 | -14 | -3 | 88
#49 CCOc1cccc(OCCn2cnc3ccccc3c2=O)c1
    -2 | 1.0 | -1 | -3 | 87 | 0 | -3 | 22 | 89

By substructure: the entries above containing an aryl methoxy group.
Every second line gives: FID counter | OXTR ag | PHOSPHO1 inh | MEKK2 mut-MEK5 | MEKK2 WT-MEK5 | M18AAP inhibitor | GPR7 antag | NALP1 yeast inh | MEKK3 PB1 HTS
#9 COc1cc(C(=O)NCc2ccccc2)ccc1OC(F)F
    -9 | -2.0 | -15 | 19 | 115 | 0 | -5 | 12 | 102
#13 CCOC(=O)c1c(CNCCN(CC)CC)n(C)c2cc(Br)c(OC)cc12
    34 | -0.2 | -78 | 8 | 127 | 6 | 8 | 16 | 108
#14 COc1ccc(C2=NN(C)C(=NCc3ccccc3)SC2)cc1
    2 | 1.3 | -1 | -8 | 91 | 11 | 17 | -2 | 85
#16 COc1ccc(C(CNC(=O)Nc2ccc(Cl)cc2)N2CCN(C)CC2)cc1 (configuration not stated)
    25 | 3.7 | 9 | 2 | 114 | 3 | 1 | 42 | 102
#30 COc1cccc(-c2cc(C(=O)Nc3ccc4c(c3)OCO4)no2)c1
    -2 | 0.7 | 28 | -2 | 108 | -5 | -7 | 29 | 106
#33 COc1ccc(CCNC(=O)CN2C(=O)COc3ccc(S(=O)(=O)N4CCCC4)cc32)c(OC)c1
    -36 | -0.2 | 31 | -5 | 98 | -3 | 11 | 34 | 99
#37 COc1cccc(NC(=O)NCc2c(-c3ccccc3)noc2C)c1
    -12 | 1.9 | 52 | 9 | 107 | -1 | -11 | 1 | 108

High-throughput results: PubChem BioAssay, several laboratories
